# From PubChem BioAssay
# S3 lipid droplet = qHTS Assay for Lipid Storage Modulators in Drosophila S3 Cells; lipid storage change, negative = inhibition, % at the top dose, mostly 46.1 µM; hits show Potency in µM; Drosophila S3 cells, BODIPY lipid droplet fluorescence, 18-24 h; cells fed with added oleic acid; 0.64% of 320,000 active; active means well fitted inhibition curve with a large enough effect in the signal ratio, with a control signal flat, not every such curve was filed as active; inconclusive means small, poorly fitted or top-dose-only effect, or effect the other way, or a change in a side signal; the % refers to the signal ratio
#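 Laser-scanning cytometry quantifies lipid droplet accumulation (500–530 nm total intensity; droplet/cell object ratio) in oleic acid-fed (400 uM added) Drosophila S3 cells treated with a concentration series. 20 uM Triacsin C defined 100% inhibition.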
# S3 lipid droplet cell count max = second read-out of S3 lipid droplet, no call of its own (marks repeat the call); cell number change, %; measured here: cell count max response;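 cells counted by Cell Tracker Red CMTPX staining in the red channel; peak over a dose series mostly up to 46.1 µM; percent activity relative to internal control wells on each plate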
# An asterisk follows results filed as active; i = inactive; u = inconclusive; x = no result given; [ ] = another dose, or the depositor's remark. On the % scale 0 is the no-effect control and ±100 the full control effect; potency means the concentration at half of the fitted maximal effect. This is a subset; count on the stated rates, not on these rows.
SMILES,S3 lipid droplet,S3 lipid droplet cell count max
O=C(CN1C(=O)c2ccccc2C1=O)NN1C(=O)c2ccccc2C1=O,u,x
Cc1c(NC(=O)Nc2cccc(C(F)(F)F)c2)c(=O)n(-c2ccccc2)n1C,i,-10
O=C(O)CC1(CC(=O)Nc2ccc3c(c2)OCCCO3)CCCCC1,2%,21
O=C1CNC(=S)N1C1CCCCCC1,u,x
CCOP(=O)(OCC)c1nc(-c2ccc(Br)cc2)oc1N1CCCCC1,-1%,-25
CC(=O)NC(Cc1cccc(F)c1)C(=O)NC1CCN(C(=O)Nc2ccc(C)cc2)CC1 (centres undefined),u,x
COC(=O)c1ccc(-c2nc(-c3ccc(Br)o3)no2)cc1,13%[9.22 µM],x
Cc1ccc2c(C)c(C(=O)N3CCC(N4CCC(C(=O)NC5CC5)CC4)CC3)oc2c1,-6%,19
Cc1ccc(OCC(=O)Nc2ccc(-c3nc4ncccc4o3)cc2)cc1,u,x
Cc1[nH]c2c(C)cccc2c1CCNS(=O)(=O)c1cccc([N+](=O)[O-])c1,28%,-10
NC(=O)c1ccccc1NC(=O)Nc1ccccc1Cl,u,x
CCS(=O)(=O)N1CCCC(C(=O)NCc2ccc3c(c2)OCO3)C1 (centres undefined),5%,5
COc1cc2cc(C(=O)N/N=C/c3cccc(OC)c3OC)[nH]c2cc1OC,u,x
C[C@H](NS(=O)(=O)c1ccc(Cl)cc1)C(=O)OCC(=O)c1ccc[nH]1,u,x
O=C(O)C1Cn2c(nc3c(c2=O)C2(CCCC2)Cc2ccccc2-3)S1 (centres undefined),1%,4
COc1cc(C(=O)O)nc2ccccc12,16%,10
COc1ccc([C@H]2CC(=O)C=C(c3cc(F)ccc3F)C2)cc1OC,u,x
CCCn1c(N)c(N(CCOC)C(=O)c2cccc(C(F)(F)F)c2)c(=O)[nH]c1=O,u,x
CN(C(=O)CN1C(=O)/C(=C/c2ccccc2F)SC1=S)C1CCS(=O)(=O)C1 (centres undefined),i,23
COc1cccc(NC(=O)c2ccc3c(c2)CCN3S(C)(=O)=O)c1,-2%,-15
Cc1ccc(N2C(N)=C(C#N)C3(C(=O)N(C)c4ccccc43)C3=C2CC(C)(C)CC3=O)cc1Cl (centres undefined),u,x
COc1ccc(-c2c3c(=O)n(C)c(=O)n(C)c3cn2Cc2cccnc2)cc1,u,x
CCC(=O)Nc1ccc(S(=O)(=O)N2CCCCC2)cc1OC,u,x
O=C(O)CC(c1ccccc1)c1ccccc1,-1%,-2
COc1ccc(C(=O)N2CC(c3ccccc3)CC2=O)cc1 (centres undefined),1%,17
COc1ccccc1OCCc1nnc(N)s1,u,x
CC1(C)c2cc(Cl)ccc2-n2c1cc(O)c(-c1ccccc1)c2=O,-26%,-3
Cc1ccccc1C(=O)N1CCN(CCNC(=O)C(=O)Nc2ccc(Br)cc2)CC1,u,x
Cc1nc2ccccc2n(CC(=O)Nc2cc(Cl)cc(Cl)c2)c1=O,u,x
COC(=O)C1CCN(CC(=O)Nc2ccc(OC)c(Cl)c2)CC1,u,x
CC(=O)N1CCN(C(=O)c2ccc(S(=O)(=O)Nc3ccccc3Cl)cc2)CC1,u,x
COCCn1c(SCC(=O)c2ccccc2)nc2ccccc2c1=O,15%,8
CC(=O)N1CCCc2cc(S(=O)(=O)CCC(=O)Nc3cccc(C)c3C)ccc21,u,x
COc1ccc(OC)c(N(CC(=O)N2CCC(C)CC2)S(=O)(=O)c2ccccc2)c1,0%,-2
Cc1ccc(SCC(=O)NNC(=O)c2ccccc2)cc1C,i,x
O=C(N/N=C\c1cn[nH]c1-c1ccc(Cl)cc1)c1cccs1,u,x
O=C(CNC(=O)c1ccccc1)NCC(=O)OCc1ccc(Cl)cc1,-1%,-2
CN(CCCCCNC(=O)/C=N/O)Cc1ccccc1,-4%,2
Cc1cc(S(=O)(=O)N2CCOCC2)ccc1OCC(=O)Nc1cccc(C(F)(F)F)c1,i,8
N#CCN1C(=O)C2CCCN2c2ccc(S(=O)(=O)N3CCOCC3)cc21 (centres undefined),u,x
O=C(c1ccc(CSc2nc3ccncc3[nH]2)cc1)N1CCCCCC1,u,x
Cc1ccc(NCc2nnc(SCC(=O)Nc3cccc(O)c3)n2CC2CCCO2)c(C)c1 (centres undefined),20%,5
Cc1ccc(C(=O)N2CCOCC2)cc1S(=O)(=O)N1CCCC1,11%,1
COc1ccc(/C(C)=N/NC(=O)C(NC(=O)c2ccccc2)c2n[nH]c(=O)c3ccccc23)c(OC)c1 (centres undefined),u,x
Cc1ccc(C(=O)N/N=C/C2=Cc3ccccc3OC2C)cc1 (centres undefined),-7%,-4
CCC(CC)COC(=O)C1=C(C)NC(=O)NC1c1ccc(OC)cc1 (centres undefined),u,x
C=CCN(C(=O)c1csnn1)C(C(=O)NC1CCCC1)c1ccc(OC)cc1 (centres undefined),u,x
Cc1ccc(Br)cc1S(=O)(=O)N1CCN(c2ccccc2)CC1,u,x
Cc1cnc(NC(=O)c2cccs2)s1,14%,-5
Cn1c(C(=O)N2CCCC2)cc2c(=O)n(C)c3ccccc3c21,u,x
C(=N\Nc1ccc(-n2ccnc2)nn1)/c1ccccc1,i,x
COc1ccc(C(=O)Nc2ccccc2C(=O)Nc2cccnc2)cc1,-8%,-2
O=C(CN1C(=O)C2CCCCC2C1=O)N1CCN(c2ccccc2)CC1 (centres undefined),-9%,12
CCOc1cc(/C=C2/N=C(c3ccc4c(c3)OCO4)OC2=O)ccc1OC(C)=O,u,x
CCOc1ccc(NC(=S)Nc2ccccc2C2CC2)cc1,u,x
Cc1ccc(-n2nc(-c3ccc(N)cc3)cc2N)cc1,9%,-1
Cc1nn(CC(=O)NCCCN2CCN(Cc3ccccc3)CC2)c(=O)c2cc(-c3ccccc3)nn12,-22%,x
C=CC[C@H]1CC(C)=C[C@H](CC=C)N1,0%,15
O=C(Cn1nc(C(F)(F)F)c2c1CCCC2)N1CCOCC1,-5%,0
Fc1ccc(-c2ncc3ccccn23)cc1,15%,10

# Remaining list, next part.
# Second line of a record – S3 lipid droplet, S3 lipid droplet cell count max
- Cc1ccccc1NC(=O)c1ccccn1
  2%, x
- CC(C)(C)NC(=O)NC(=O)CN1C(=O)NC(C)(c2ccccc2)C1=O (centres undefined)
  u, x
- Cc1onc(-c2c(F)cccc2Cl)c1C(=O)N(Cc1ccccc1)C(C)C
  -7%, -1
- Cc1ccc(S(=O)(=O)Nc2cccc(C(=O)N3CCN(c4ccccc4O)CC3)c2)cc1F
  u, x
- C=CCn1c(=O)c2ccccc2n2c(SCC(=O)N(C)C)nnc12
  u, x
- COC(=O)Nc1ccc(S(=O)(=O)N2CCCCC2C(=O)O)cc1 (centres undefined)
  -20%, x
- COCCNC(=O)C1CC(c2ccccc2[N+](=O)[O-])=NO1 (centres undefined)
  2%, 24
- O=C(Nc1ccc2c(c1)OCCO2)c1ccoc1
  u, x
- CCOc1cc(CNCCO)cc(Br)c1OCc1ccc(Cl)cc1
  -23%, -10
- COC(=O)CC1C(=O)NCCN1C(=O)Nc1ccc(Cl)cc1 (centres undefined)
  -9%, -20
- O=C(NCCc1ccccc1)C1CCCN(c2ncnc3c2nc2n3CCCCC2)C1 (centres undefined)
  u, x
- COC(=O)COc1cc(OCC(=O)OC)c2c(C)c(Cl)c(=O)oc2c1
  -22%, -5
- Oc1cccc(/C=N/Nc2cccc3cccnc23)c1
  u, x
- O=C(CSCc1ccccc1Cl)Nc1ccc2c(c1)OCCO2
  -9%, -1
- COc1ccc(OC)c(-c2csc(NC(=O)CN3C(=O)C4CCCCC4C3=O)n2)c1 (centres undefined)
  u, x
- O=C(NC1CC1)C1CCN(c2ncnc3c2sc2cccc(F)c23)CC1
  u, x
- CC1=Nc2cc(C(=O)NCCCN3CCOCC3)ccc2Sc2c(C)ccc(C)c21
  u, x
- Cc1ccc(-c2[nH]ncc2CNCCc2cnn(-c3ccccc3)c2)cc1C
  u, x
- Cc1cccc(N(CC(=O)N=Nc2c(O)[nH]c3ccccc23)S(C)(=O)=O)c1C
  u, x
- Cc1ccc(O)c(-c2cc(C(=O)Nc3cccnc3)[nH]n2)c1
  i, x
- COC(=O)COc1ccc(/C=N/NC(=O)c2ccc(N(Cc3ccccc3)S(C)(=O)=O)cc2)cc1
  i, -1
- Cc1cccc(-n2nnnc2SCn2nnc3ccccc3c2=O)c1
  u, x
- CCC/C(C)=N\Nc1nc2c(c(=O)n(C)c(=O)n2C)n1C
  -11%, -1
- COCCCN1C(=O)c2ccc(C(=O)Nc3ccc(OC)cc3)cc2C1=O
  u, x
- O=C(NCc1ccccc1Cl)C1CCCN(S(=O)(=O)c2cccc3nonc23)C1 (centres undefined)
  u, x
- CCOC(=O)C(=CNc1ncccc1C)C(=O)OCC
  20%, -11
- C=CCn1c(-c2cccc(S(=O)(=O)N(CC)CC)c2)n[nH]c1=S
  u, x
- O=C1CC(=O)N(c2ccccc2)N1c1ccccc1
  u, x
- O=C(Nc1ccc(F)cc1)N1CCC(c2nc3c(nnn3Cc3cccc(Cl)c3)c(=O)[nH]2)CC1
  i, 9
- COc1ccc2[nH]c(C)c(CCNc3ccc(C(F)(F)F)cc3[N+](=O)[O-])c2c1
  u, x

# A run of entries from the list above, as a working copy:
# Second line of a record – S3 lipid droplet, S3 lipid droplet cell count max
- Cc1ccccc1NC(=O)c1ccccn1
  2%, x
- CC(C)(C)NC(=O)NC(=O)CN1C(=O)NC(C)(c2ccccc2)C1=O (centres undefined)
  u, x
- Cc1onc(-c2c(F)cccc2Cl)c1C(=O)N(Cc1ccccc1)C(C)C
  -7%, -1
- Cc1ccc(S(=O)(=O)Nc2cccc(C(=O)N3CCN(c4ccccc4O)CC3)c2)cc1F
  u, x
- C=CCn1c(=O)c2ccccc2n2c(SCC(=O)N(C)C)nnc12
  u, x
- COC(=O)Nc1ccc(S(=O)(=O)N2CCCCC2C(=O)O)cc1 (centres undefined)
  -20%, x
- COCCNC(=O)C1CC(c2ccccc2[N+](=O)[O-])=NO1 (centres undefined)
  2%, 24
- O=C(Nc1ccc2c(c1)OCCO2)c1ccoc1
  u, x
- CCOc1cc(CNCCO)cc(Br)c1OCc1ccc(Cl)cc1
  -23%, -10
- COC(=O)CC1C(=O)NCCN1C(=O)Nc1ccc(Cl)cc1 (centres undefined)
  -9%, -20
- O=C(NCCc1ccccc1)C1CCCN(c2ncnc3c2nc2n3CCCCC2)C1 (centres undefined)
  u, x
- COC(=O)COc1cc(OCC(=O)OC)c2c(C)c(Cl)c(=O)oc2c1
  -22%, -5
- Oc1cccc(/C=N/Nc2cccc3cccnc23)c1
  u, x
- O=C(CSCc1ccccc1Cl)Nc1ccc2c(c1)OCCO2
  -9%, -1
- COc1ccc(OC)c(-c2csc(NC(=O)CN3C(=O)C4CCCCC4C3=O)n2)c1 (centres undefined)
  u, x

# Going on with the list:
# Second line of a record – S3 lipid droplet, S3 lipid droplet cell count max
- Cc1nc2c(C(=O)NCCc3ccccc3)c[nH]n2c(=O)c1Cl
  15%, 3
- CC(=O)Nc1ccc(S(=O)(=O)Nc2nc3ccccc3nc2-n2ccc(=NC(=O)c3ccccc3)cc2)cc1
  -20%, 1
- CC(=O)NS(=O)(=O)c1ccc(NS(=O)(=O)c2ccc(F)cc2)cc1
  u, x
- Cc1nn(-c2ccc([N+](=O)[O-])cc2)c(N)c1-c1ccccc1
  13%, x
- CCCN(CC(=O)Nc1ccccc1C)C(=O)c1ccc2[nH]c3c(c2c1)CC(C)CC3 (centres undefined)
  u, x
- N/C(=N/O)C(c1ccccc1)c1ccccc1
  u, x
- COc1ccc(NC(=O)C(c2ccc(OC)cc2)N(C)C(=O)CNC(C)=O)cc1 (centres undefined)
  -4%, 1
- O=S(=O)(NCc1csc(-c2ccccc2)n1)c1ccc(Cl)s1
  u, x
- COc1ccc(NC(=O)CCn2nnc(-c3ccc(C)cc3)n2)cc1OC
  0%, -6
- COc1cc(/C=C(\C#N)c2ccccn2)ccc1OCC(=O)Nc1c(Cl)cccc1Cl
  14%, 17
- COc1ccc(NC(=O)CSc2nc3nc(C)cc(C)n3n2)cc1
  u, x
- O=C(NN/C(=N/S(=O)(=O)c1ccc(Cl)cc1)c1ccccc1)c1cccc(Cl)c1
  i, -15
- CCOc1ccccc1CN1CCNC(=O)C1CC(=O)NC1CCCCCC1 (centres undefined)
  u, x
- CC(Nc1nc(-c2ccccc2)nc2ccccc12)c1ccccc1 (centres undefined)
  u, x
- Cc1ccc(NC(=O)Nc2ccc(Cl)cn2)cc1
  i, -56
- Cc1ccc2oc(=O)c3cnn(CC(=O)N(CCN(C)C)Cc4ccco4)c3c2c1
  -5%, -1
- COc1ccccc1NS(=O)(=O)c1cccc(C(=O)NCC2(N(C)C)CCCCC2)c1
  28%, 16
- Cc1ccc(-n2nnnc2-c2cnn(-c3ccc(F)cc3)c2C(F)(F)F)cc1
  u, x
- Cc1ccc(OC(=S)Nc2ccc(O)cc2)cc1
  1%, 4
- O=C(Nc1nnc(CCN2CCCCC2)s1)c1ccc(Br)cc1
  -1%, 10
- Cn1cccc1Cc1nnc(SCC(=O)Nc2ccc3c(c2)OCCO3)n1CCc1ccccc1
  u, x
- O=C1c2ccccc2C(=O)N1CSc1nnnn1-c1ccccc1
  u, x
- COc1ccc(C(=O)N(CC(=O)Nc2sc(C)c(C)c2C(N)=O)C2CCCC2)cc1
  i, -12
- N#CCSc1ncccc1-c1nc2ccccc2[nH]1
  8%, 13
- COc1ccc(C2c3[nH]c4ccccc4c3CCN2C(=O)Cc2nonc2C)c(F)c1 (centres undefined)
  -21%, -8
